Compound activity deposited in PubChem by several laboratories.
KCNQ1 pot: potentiators or activators of human KCNQ1 potassium channel; CHO-K1 KCNQ1, thallium flux FluxOR fluorescence; hits give high values; B-score at 10 µM; 310,000 compounds, 0.35% hits; P51787; AID 2648;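 active = fluorescence ratio B-score, a plate-corrected score, at least three library SD, with initial intensity B-score within 5 SD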
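assay system = CHO-K1 cells stably expressing KCNQ1 | medium = assay buffer, equal DMSO in all wells | timing = 37 °C overnight plating, 90-min dark dye load, 20-min compound pretreatment | measured by = kinetic FluxOR thallium fluorescence, 10-s 1-Hz baseline, 110-s post-stimulus read | measure = fluorescence change relative to baseline, converted to B score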
TRPC4 potent: allosteric potentiators of mouse TRPC4 channel; Q9QUQ5; HEK293 TRPC4beta/mu-opioid, DAMGO EC20, Fluo-4 Ca2+ flux; hits give high values; B-score at 10 µM; 310,000 compounds, 0.42% hits;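 active = B-score of calcium response area above 5 SD of library B-scores, with initial fluorescence ratio within 5 SD of library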;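 also: B-score of integrated fluorescence ratio over time as area under calcium response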
Target sequence (Q9QUQ5 whole entry, looked up): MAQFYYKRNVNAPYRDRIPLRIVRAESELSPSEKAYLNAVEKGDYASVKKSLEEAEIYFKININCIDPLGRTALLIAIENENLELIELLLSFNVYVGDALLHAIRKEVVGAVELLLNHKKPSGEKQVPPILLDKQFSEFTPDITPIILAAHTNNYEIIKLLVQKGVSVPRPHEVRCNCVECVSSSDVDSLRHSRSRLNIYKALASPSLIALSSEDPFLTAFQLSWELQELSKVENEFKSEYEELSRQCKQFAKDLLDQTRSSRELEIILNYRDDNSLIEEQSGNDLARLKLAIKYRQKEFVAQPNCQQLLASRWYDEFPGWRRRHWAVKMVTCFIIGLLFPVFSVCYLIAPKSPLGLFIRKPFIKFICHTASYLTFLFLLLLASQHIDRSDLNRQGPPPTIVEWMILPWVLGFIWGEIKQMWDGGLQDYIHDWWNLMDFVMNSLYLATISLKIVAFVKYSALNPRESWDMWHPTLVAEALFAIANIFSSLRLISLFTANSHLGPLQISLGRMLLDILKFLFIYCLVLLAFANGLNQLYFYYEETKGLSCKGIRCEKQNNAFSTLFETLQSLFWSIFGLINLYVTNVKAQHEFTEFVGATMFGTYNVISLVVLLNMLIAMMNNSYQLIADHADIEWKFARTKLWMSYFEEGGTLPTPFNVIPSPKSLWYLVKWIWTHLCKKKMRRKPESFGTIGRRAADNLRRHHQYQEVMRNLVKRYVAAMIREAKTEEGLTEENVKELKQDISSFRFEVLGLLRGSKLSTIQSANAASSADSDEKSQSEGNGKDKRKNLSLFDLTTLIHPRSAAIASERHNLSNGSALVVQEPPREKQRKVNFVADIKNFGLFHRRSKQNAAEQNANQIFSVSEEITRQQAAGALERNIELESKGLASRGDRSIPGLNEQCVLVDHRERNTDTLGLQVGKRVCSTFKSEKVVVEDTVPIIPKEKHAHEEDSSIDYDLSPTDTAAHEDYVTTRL
TRPC4 act: TRPC4 (mouse) channel activation | B-score at 10 µM | Q9QUQ5 | HEK293 TRPC4beta/mu-opioid, Fluo4 calcium fluorescence; hits give high values | 310,000 compounds, 0.49% hits;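 active = B-score above 5 SD of library B-scores, and initial fluorescence ratio not above library mean plus 5 SD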;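 also: positive B-score marks a calcium rise read as TRPC4 activation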
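system = HEK293 cells stably co-expressing mouse TRPC4beta and mu-opioid receptor | schedule = Fluo4 dye loading 45 min at room temperature, 110 s recording | measure = B-scored integrated calcium fluorescence ratio | signal = Fluo4 calcium-sensitive dye fluorescence, kinetic, 1 Hz baseline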
KCNQ1 block: inhibitors of human KCNQ1 potassium channel; P51787; CHO-K1 KCNQ1, FluxOR thallium flux fluorescence; hits give high values; B-score at 10 µM; 310,000 compounds, 1.3% hits;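 active = compounds whose thallium flux B-score, printed positive for inhibition, exceeds three library SD while starting fluorescence stays within three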;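 also: channel opened by potassium depolarization with thallium stimulus after 20 min compound exposure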
Platelet DG rel: platelet dense granule release activity. human platelet-rich plasma, SFLLRN dense granule ATP release, luminescence. inhibition, %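 (compounds screened at 7.5 µM in platelet-rich plasma)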. 300,000 compounds, 0.22% hits;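 active = mean replicate score, as percent of positive control, at or above 50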
KCNK9 block: blocks the human KCNK9 two-pore domain potassium channel; Q9NPC2; AID 488922; B-score at 10 µM; HEK293 KCNK9, FluxOR thallium flux fluorescence; hits give low values; 310,000 compounds, 1.2% hits;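 active = ratio B-score over 3 SD below the library mean, with starting fluorescence within 5 SD of its mean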;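 also: negative B-score means less thallium flux so channel inhibition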
KCNK3 inh: human KCNK3 channel inhibition, primary screen; CHO-KCNK3 thallium flux, FluxOR fluorescence; hits give low values; B-score at 10 µM; 340,000 compounds, 0.84% hits; AID 602410;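 active = B-score under library mean minus 4 SD, starting fluorescence ratio at most library mean plus 5 SD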;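 also: more negative B-score means stronger inhibition of thallium flux through KCNK3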
PolyA inh: blocks polyadenylation in yeast reporter cells; S. cerevisiae SKY197-pL101 polyadenylation reporter, beta-gal luminescence; efflux-impaired pdr1/pdr3 knockout yeast; score 100 = 6 SD above DMSO; calls only at 12 µM; 300,000 compounds, 0.02% hits; AID 1875;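 active = lowest replicate activity score at least 50, where 100 means six control SD above control mean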;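 also: yeast exposed to compound for 9 h at 30 °C; higher score means more reporter readthrough which indicates perturbed polyadenylation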
TRPC4 block: blocks the mouse TRPC4 cation channel. HEK293 TRPC4beta/mu-opioid, DAMGO-evoked Fluo4 calcium flux; hits give low values. B-score at 10 µM. 300,000 compounds, 0.39% hits;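 active = B-score over 3 SD under the library average, no early fluorescence shift, positive overall ratio signal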
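material = TRPC4beta/mu-opioid receptor HEK293 cell line | probe or stimulus = sequential submaximal and maximal DAMGO stimulation | compound dosing = one concentration per compound | measured by = Fluo4 Ca2+ flux fluorescence | evaluation = integrated fluorescence ratio relative to baseline, converted to per-well B score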
hERG rescue: shields human hERG channel from block by proarrhythmic agents. Q12809. CHO-hERG, FluxOR thallium flux, dofetilide IC70 present. AID 1511. activation (rescue from dofetilide block), less the hit threshold, % at 10 µM. 310,000 compounds, 0.51% hits;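 active = activation above the mean of controls blocked by dofetilide plus 5 SD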;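 also: thallium influx through hERG after potassium depolarization seen as dye fluorescence rise; in these data hits start at about 4.7%; inactives centre near -7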
Dyrk1A ADPGlo: inhibitors of rat Dyrk1A kinase; ADP-Glo luminescence, NFATc1 peptide; inhibition, % at 12.5 µM; 310,000 compounds, 0.43% hits; in the data active = inhibition above about 50%;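 also: plate controls were vehicle with enzyme for no effect and no enzyme for full effect; many of its hits are not listed in these tables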
An asterisk follows results filed as active; i = inactive; nt = not tested or not shown.

mol	Dyrk1A ADPGlo	TRPC4 block	PolyA inh	TRPC4 potent	KCNK9 block	KCNQ1 pot	TRPC4 act	hERG rescue	KCNK3 inh	Platelet DG rel	KCNQ1 block
CCCCn1c(N)c(N(CCOC)C(=O)c2cc3c(s2)CCCCC3)c(=O)[nH]c1=O	-3	i	i	i	i	i	i	-16	i	-1	i
Cc1ccc(C(=O)OCC(=O)NC(=O)c2cccn2C)cc1	0	i	i	i	i	i	i	-13	i	-8	i
CCn1c(SCC(=O)N2CCOCC2)nnc1-c1cccs1	2	i	i	i	i	i	i	0	i	0	i
CC(=O)c1cccc(NC(=O)c2ccc(N(Cc3ccccc3C)S(C)(=O)=O)cc2)c1	-5	i	i	i	i	i	i	-16	i	-9	i
COc1ccc([N+](=O)[O-])cc1NC(=O)c1ccc(CN(c2ccc(C)c(C)c2)S(C)(=O)=O)cc1	nt	i	i	i	i	i	i	-6	i	9	i
Oc1ccccc1-c1csc(-c2ccccc2)n1	2	i	i	i	-6.6*	i	i	-9	-9.1*	2	i
CC(C)(C)C1CCC(=NNC(=O)c2cc(-c3ccccc3)n[nH]2)CC1 (stereo not given)	9	i	i	i	i	i	i	-13	i	-5	i
O=C(NCc1ccccc1Cl)C1CCN(S(=O)(=O)c2ccc(N3CCCC3=O)cc2)CC1	-8	i	i	i	i	i	i	-16	i	2	i
Cc1cc(C)n(-c2nc(NC(C)C)nc(NC(C)C)n2)n1	-4	i	i	i	i	i	i	-10	i	12	i
COc1ccccc1N(C)S(=O)(=O)c1ccc(C(=O)O)cc1	-4	i	i	i	i	i	i	-5	i	-1	i
CC/C(=N\NC(=O)Cc1ccc(Br)cc1)c1cccs1	-3	i	i	i	i	i	i	-9	i	3	i
CC1CCN(C(=S)Nc2ccc3nc4n(c(=O)c3c2)CCCCC4)CC1	5	i	i	i	i	i	i	-5	i	-2	i
Fc1ccc(-c2nnc(SCc3ncc(-c4ccccc4)o3)n2CC2CCCO2)cc1 (stereo not given)	-3	i	i	i	i	i	i	-10	i	0	i
Cc1ccc(C(=O)OCC(=O)Nc2sc3c(c2C#N)CCCC3)cc1NC(=O)c1ccco1	-1	i	i	i	i	19*	i	-4	i	3	i
CC(C)[C@H](NC(=O)N1c2ccccc2NC(=O)[C@@H]1C(C)C)C(=O)N[C@@H](C(=O)O)c1ccccc1	-2	i	i	i	i	i	i	-4	i	-2	i

Continued, overlapping the part above by 2 compounds.
mol	Dyrk1A ADPGlo	TRPC4 block	PolyA inh	TRPC4 potent	KCNK9 block	KCNQ1 pot	TRPC4 act	hERG rescue	KCNK3 inh	Platelet DG rel	KCNQ1 block
Cc1ccc(C(=O)OCC(=O)Nc2sc3c(c2C#N)CCCC3)cc1NC(=O)c1ccco1	-1	i	i	i	i	19*	i	-4	i	3	i
CC(C)[C@H](NC(=O)N1c2ccccc2NC(=O)[C@@H]1C(C)C)C(=O)N[C@@H](C(=O)O)c1ccccc1	-2	i	i	i	i	i	i	-4	i	-2	i
Cc1nnc(-c2ccccc2)nc1N1CCOCC1	16	i	i	i	i	i	i	3	i	-1	i
Nc1nnc(-c2ccccc2)c(-c2ccccc2)n1	2	i	i	i	i	i	i	-9	i	-1	i
CCOC(=O)c1c(NC(=O)c2nc3n(n2)C(C(F)F)CC(C)N3)sc2c1CCCC2 (stereo not given)	7	i	i	i	i	i	i	-6	i	-7	i
COc1ccc(NC(=O)CS(=O)(=O)c2ccccc2)cc1	-3	i	i	i	i	i	i	-7	i	5	i
O=C(CSc1nc2ccccc2n1-c1ccccc1)NCC1CCCO1 (stereo not given)	1	i	i	i	i	i	i	-6	i	-10	i
Cc1cc(NC(=O)CCC(=O)N(C(C(=O)NC(C)(C)C)c2ccccc2Cl)C(C)(C)C)no1 (stereo not given)	-4	i	i	i	i	i	i	-4	i	-9	i
Cc1cc(-c2ccccc2)n2ncc(C#N)c2n1	1	i	i	i	i	i	i	-7	i	40	i
CC1CCCC(NC(=O)COC(=O)[C@@H]2CC(O)CN2S(=O)(=O)c2ccc3c(c2)OCCO3)C1C (stereo not given in full)	-2	i	i	i	i	i	i	-6	i	-7	i
CS(=O)(=O)N(CC(=O)NCCc1ccccc1)C1CCCCC1	-6	i	i	i	i	i	i	-8	i	8	i
Cc1ccc(CN2CCCN(Cc3c(C)cc(C)cc3C)S2(=O)=O)cc1	-7	i	i	i	i	i	i	-4	i	-3	i
Cc1ccc(/C=N/N=C2/NC(=O)C(CC(=O)Nc3ccc(Cl)cc3)S2)o1 (stereo not given)	0	i	i	i	i	i	i	-11	i	21	i
C=CCn1c(SC(C)C(=O)NCc2ccc3c(c2)OCO3)nnc1C1CCCCC1 (stereo not given)	1	i	i	i	i	i	i	-1	i	13	i
O=C1c2ccccc2-c2ccc(C(=O)N3CCOCC3)cc21	2	i	i	i	i	i	i	-11	i	-2	i
CCOC(=O)Cn1c(N2CCOCC2)nc2c1c(=O)[nH]c(=O)n2C	-7	nt	i	i	i	i	i	-1	i	7	i
Cc1ccc(-n2cc(C(C)(C)C)[nH]c2=S)cc1	-1	i	i	i	i	i	i	-18	i	-4	i
Cc1ccc(S(=O)(=O)NNC(=O)c2ccccc2O)cc1	-2	i	i	i	i	i	i	-5	i	-16	i
O=C(N/N=C/c1ccc(-c2ccccc2[N+](=O)[O-])o1)c1cncc(Br)c1	5	i	i	i	i	i	i	-12	i	1	i
CCC(C)(C)n1nnnc1C(c1cccs1)N1CCN(Cc2ccccc2)CC1 (stereo not given)	1	i	i	i	i	i	i	-9	i	3	i
CC(=O)c1cccc(CN2CCCC(CCC(=O)NCc3ccc(F)c(F)c3)C2)c1 (stereo not given)	4	i	i	i	i	i	i	-6	i	-3	i
Cc1cc(S(=O)(=O)N2CCN(c3ccccc3C)CC2)ccc1F	7	i	i	i	i	i	i	-11	-9.8*	6	11*
O=C(O)c1cc(NS(=O)(=O)c2ccc(NC3CCCCC3)c([N+](=O)[O-])c2)cc(C(=O)O)c1	0	i	i	i	i	i	i	-15	i	-5	i
COC(=O)c1ccc(C(C(=O)NC2CCCCC2)N(Cc2ccc(F)cc2)C(=O)Cc2cccs2)cc1 (stereo not given)	-3	i	i	i	-11*	i	i	-3	i	-5	i
CC(C)CNC(=O)c1cc([N+](=O)[O-])ccc1N1CCCCC1	-3	i	i	i	i	i	i	-9	i	-4	i
CCCOc1cccc(C2C(C(=O)c3cc4ccccc4o3)=C(O)C(=O)N2c2cc(C)on2)c1 (stereo not given)	6	i	i	i	i	i	i	-4	i	-5	i
CCCN(CCC)CC(O)Cn1c2ccccc2c2ccccc21 (stereo not given)	-3	i	i	i	i	i	i	-8	i	0	i
COc1ccc(CNC(=O)C2CCC(CNC(=O)[C@@H]3Cc4ccccc4CN3)CC2)cc1 (stereo not given in full)	-1	i	i	i	i	i	i	-4	i	-10	i
Cc1ccc(S(=O)(=O)N2CCOCC2)cc1C(=O)Nc1ccc(-c2cn3ccsc3n2)cc1	-1	i	i	i	i	i	i	-15	i	-5	i
O=C(Oc1ccc(F)cc1C(=O)/C=C/c1cccs1)c1cccc([N+](=O)[O-])c1	-2	i	i	i	i	i	i	2	i	nt	i
CCNC(=S)/N=C(\N)Nc1nc(C)c2cc(C)ccc2n1	8	i	i	i	i	i	i	-13	i	3	i
CC1CCN(S(=O)(=O)c2ccc3c(c2)oc(=O)n3CC(=O)NCc2ccc3c(c2)OCO3)CC1	2	i	i	i	i	i	i	-5	i	0	i
COc1ccc(-c2nc(C)c(C(C)=O)n2O)cc1	-1	i	i	i	i	i	i	-9	i	5	i
CCOC(=O)N1CCN(C(=O)c2ccc3c(=O)n4c(nc3c2)CCCCC4)CC1	nt	i	i	i	i	i	i	-10	nt	-30	i
O=C(O)c1ccccc1NC(=O)c1cc2ccccc2oc1=O	2	i	i	i	i	i	i	3	i	-2	i
O=C(NNC(=S)Nc1cccc(C(F)(F)F)c1)c1cccc(Cl)c1	nt	i	i	i	i	i	i	-13	i	-38	i
CSCC[C@H](NC(=O)C(C)Oc1ccc(Cl)cc1)c1nc2ccccc2[nH]1 (stereo not given in full)	-1	i	i	i	i	i	i	-10	i	1	i
CN(C(=O)c1ccc(Cl)c(S(=O)(=O)N2CCOCC2)c1)c1ccccc1C(=O)O	2	i	i	i	i	i	i	4	i	7	i
CCN(CC)S(=O)(=O)c1cc(C(=O)Nc2cc(C)on2)c(Cl)cc1Cl	11	i	i	i	i	i	i	-11	i	2	i
COC(=O)c1cc(NC(=O)Nc2cc(OC)ccc2OC)cc(C(=O)OC)c1	-7	i	i	i	-11*	i	i	-16	i	2	i
CCOC(=O)Nc1cc(C(=O)OC)ccc1C	-1	i	i	i	i	i	i	-16	i	1	i
CN(C)NC1CC(=O)N(c2ccccc2)C1=O (stereo not given)	4	i	i	i	i	i	i	-5	i	3	i
Cc1ccccc1CS(=O)(=O)c1cn(CC(=O)N2CCOCC2)c2ccccc12	-3	i	i	i	i	i	i	-8	i	1	i
COc1ccccc1OCC(=O)Nc1ccccc1C(=O)Nc1cccc(C(=O)O)c1	-3	i	i	i	i	i	i	-7	i	0	i
COc1ccc(OC)c(S(=O)(=O)Nc2ccccc2O)c1	-2	i	i	i	i	i	i	-4	i	-33	i
COc1ccc(NC(=O)CSc2nccn2C)c([N+](=O)[O-])c1	-1	i	i	i	i	i	i	-2	i	2	i
CC(=O)N1CCN(c2ccc(NCc3ccccc3)cc2)CC1	0	i	i	i	i	i	i	-8	i	1	i
CCOc1ccc(S(=O)(=O)NCCc2cn3ccccc3n2)cc1	0	i	i	i	i	i	i	-10	i	-8	i

An excerpt; count on the stated rates, not on these rows.
